DNMT1 block: inhibitors of human DNMT1 | DNMT1 molecular beacon, Hinp1I cleavage, fluorescence | inhibition (reported as % activation of signal), % at 10 µM | 360,000 tested, 0.83% active; in the data active = inhibition above about 50%
LMPTP block: LMPTP (human) inhibition; inhibition, % at 20 µM; 360,000 tested, 0.22% active; AID 651560; recombinant LMPTP-A, OMFP fluorogenic substrate, fluorescence intensity; P24666;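 active = compounds that cut the enzyme signal by at least half of the control window in the single-dose screen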;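 note: plate controls were DMSO wells with enzyme plus substrate for no effect and substrate without enzyme for full effect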
Target sequence (P24666 whole entry, looked up): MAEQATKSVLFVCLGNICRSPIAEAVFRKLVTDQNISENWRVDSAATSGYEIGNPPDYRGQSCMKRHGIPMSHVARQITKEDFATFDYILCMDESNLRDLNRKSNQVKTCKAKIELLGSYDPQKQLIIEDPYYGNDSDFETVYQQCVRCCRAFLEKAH
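Test system: LMPTP-A phosphatase enzyme; input: 0.625 nM LMPTP-A final; reagent: OMFP substrate, 400 µM final; compound dosing: 20 µM single dose, 3% DMSO; incubation: 50 min dark incubation at room temperature; measured by: endpoint fluorescence intensity from OMFP dephosphorylation; measure: % inhibition relative to no-enzyme and uninhibited control wells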
SUMO1-SIM PPI: modulators of human SUMO1-mediated protein-protein interactions; 360,000 tested, 0.33% active; SUMO1 binding to a labelled peptide, TR-FRET, 1 h; P63165; inhibition, % at 20 µM; in the data active = inhibition above about 37%
Target sequence (P63165 whole entry, looked up): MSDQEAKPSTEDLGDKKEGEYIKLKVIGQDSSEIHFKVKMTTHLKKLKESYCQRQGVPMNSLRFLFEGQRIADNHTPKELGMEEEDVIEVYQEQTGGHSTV
MsrA inh: inhibitors of bovine MsrA; purified bovine MsrA, absorbance read-out; inhibition, % at 15.5 µM; 360,000 tested, 0.75% active; AID 651718; in the data active = inhibition above about 4.5%;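 note: 0% = vehicle wells with enzyme and 100% = reference inhibitor wells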
TbMetRS inhib: Trypanosoma brucei MetRS inhibition; purified T. brucei MetRS, ATP depletion, Kinase-Glo luminescence; inhibition, % at 11.9 µM; 360,000 tested, 0.4% active; AID 624268;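 active = inhibition above a per-plate cutoff of the control wells' mean inhibition plus 3 SD, cut at about 5.5% in these data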;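 note: 0% = DMSO wells median and 100% = median of wells with control inhibitor compound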
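System: purified T. brucei MetRS enzyme / Detection: Kinase-Glo luciferase luminescence reporting remaining unconsumed ATP / Medium: HEPES buffer with MgCl2, KCl, DTT, spermine, BSA, pyrophosphatase / Replication: singlicate, one well per compound / Evaluation: percent inhibition relative to median high and low control wells / Schedule: 2 h aminoacylation at 25 °C after 15 min preincubation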
Rpn11 block: Rpn11 (human) deubiquitinase inhibition; O00487; human 26S proteasome, Ub4-pepOG fluorescence polarization; 20S core pre-blocked with epoxomicin; calls only at 20 µM; 360,000 tested, 0.59% active; AID 588493;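 active = inhibition at 20 µM, scaled to each plate's controls, above about 33%, limit read from the data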
STEP block: inhibitors of human striatal-enriched phosphatase STEP | P54829 | recombinant STEP, OMFP fluorogenic substrate, fluorescence | inhibition, % at 20 µM | 360,000 tested, 0.25% active | AID 588621;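 active = inhibition at 20 µM, scaled per plate between control wells, above about 37%, limit read from the data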;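 note: 0% = DMSO with enzyme and substrate and 100% = substrate only without enzyme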
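Test system: STEP tyrosine phosphatase / Reagent: OMFP at 25 µM / Doses: 20 µM, 1% DMSO / Read-out: percent inhibition scaled to no-enzyme and uninhibited-enzyme controls, plate-pattern corrected / Detection: FITC-channel fluorescence of OMFP product / Medium: Bis-Tris buffer pH 6.0, 2.5 mM DTT, 0.005% Tween 20 / Schedule: 20 min at room temperature, dark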
CSN deneddyl inh: inhibitors of human CSN-mediated cullin deneddylation. Purified CSN, SCF-Nedd8-OG deneddylation, fluorescence polarization. inhibition, % at 12.5 µM. 360,000 tested, 0.38% active. Q92905;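 active = pattern-corrected inhibition above about 35%, with an unprinted fluorescence ratio check between 0.5 and 1.5, limit read from the data, passing the limit was not always enough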;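 note: 0% = enzyme with substrate and 100% = substrate without enzyme; some results filed as inactive read as strong as hits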
Target sequence (Q92905 whole entry, looked up, one chain of several): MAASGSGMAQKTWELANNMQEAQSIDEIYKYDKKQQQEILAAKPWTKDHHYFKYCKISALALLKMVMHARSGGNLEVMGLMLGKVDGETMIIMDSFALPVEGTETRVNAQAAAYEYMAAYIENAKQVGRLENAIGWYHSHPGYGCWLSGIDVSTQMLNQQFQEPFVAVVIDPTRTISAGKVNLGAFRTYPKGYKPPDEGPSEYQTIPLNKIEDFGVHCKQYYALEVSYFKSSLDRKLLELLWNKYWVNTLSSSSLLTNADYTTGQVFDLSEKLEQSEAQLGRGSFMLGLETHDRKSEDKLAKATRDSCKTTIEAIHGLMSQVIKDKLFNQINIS
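assay system = purified human Csn5 enzyme expressed in HEK293T cells | amount = 0.24 nM enzyme | buffer or medium = Tris/NaCl/DTT buffer, pH 7.5 | reagent = 10 nM SCFSkp2-Nedd8OG | compound = one concentration, 12.5 µM, 0.25% DMSO | times = 90 min reaction at room temperature | signal = FP | read-out basis = % inhibition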
NadD block: NadD (S. aureus) enzyme inhibition; purified NadD enzyme, colorimetric absorbance read-out; inhibition, % at 20 µM; 360,000 tested, 0.78% active; in the data active = inhibition above about 26%; note: some compounds past the cut are filed as inactive
Scp-1 inhibitor: Scp-1 (human) phosphatase inhibition; Q9GZU7; Recombinant Scp1, phosphopeptide, malachite green phosphate absorbance; inhibition, % at 20 µM; 340,000 tested, 0.88% active; AID 493091;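 active = inhibition above about 50% at 20 µM, limit read from the data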;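 note: plate controls were DMSO wells with enzyme for no effect and wells lacking enzyme for full effect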
Target sequence (Q9GZU7 76-261 limits assumed): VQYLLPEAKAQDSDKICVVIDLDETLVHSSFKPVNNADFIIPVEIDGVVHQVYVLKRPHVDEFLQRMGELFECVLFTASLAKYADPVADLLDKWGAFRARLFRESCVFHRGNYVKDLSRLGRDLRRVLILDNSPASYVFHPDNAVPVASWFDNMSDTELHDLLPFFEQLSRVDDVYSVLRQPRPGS
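Times: enzyme reaction 45 min at room temperature, colour 5 min, stabilisation 30 min. Material: SCP-1 catalytic fragment, aa 76-261. Medium: Acidic Tris acetate buffer with magnesium and detergent. Signal: colorimetric free-phosphate detection, absorbance 630 nm. Read-out basis: % inhibition of SCP-1 phosphate liberation. Reagent: Phosphorylated 17-residue peptide substrate.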
An asterisk follows results filed as active; i = inactive; . = not tested or not shown.

no.	structure	DNMT1 block	LMPTP block	SUMO1-SIM PPI	MsrA inh	TbMetRS inhib	Rpn11 block	STEP block	CSN deneddyl inh	NadD block	Scp-1 inhibitor
1	COc1ccccc1NC(=O)c1c(C)oc2c1CCCC2	-3	1.1	2	0.0	-0.6	i	16	2	-6	-5
2	Cc1sc2nc(CSC(C)C(=O)N(C)CC(=O)Nc3ccccc3C(F)(F)F)[nH]c(=O)c2c1C (centres undefined)	0	0.8	2	0.9	-1.0	i	-2	1	-6	-11
3	COC(=O)Cc1cc(=O)[nH]c(Nc2nc3ccccc3o2)n1	3	0.7	10	1.8	-0.9	i	2	0	-2	7
4	O=C(CCn1cnc2ccccc21)N=Nc1c(O)[nH]c2ccccc12	-1	2.4	-22	4.0	0.2	i	0	-4	-4	1
5	CS(=O)(=O)N(CC(=O)Nc1ccc(S(=O)(=O)N2CCOCC2)cc1)c1cccc(F)c1	0	-1.7	1	-0.7	-0.5	i	-2	-1	1	-1
6	Cc1cccc(N2CCCn3c2nc2c3c(=O)[nH]c(=O)n2C)c1	0	-1.3	4	0.5	-1.1	i	0	-2	2	-10
7	COc1ccc(C(=O)Nc2ccccc2C(=O)NCCCn2ccnc2)cc1	5	-0.9	-5	0.0	-1.3	i	-2	2	4	3
8	Cc1ccc(S(=O)(=O)NC(=O)c2ccc(Br)o2)cc1	7	-0.1	-2	-0.3	-0.2	i	0	-2	3	-3
9	CCOC(=O)C1C(=O)NC(C(=O)OCC)(C(=O)OCC)C1CC (centres undefined)	2	-1.7	-2	-1.6	-0.4	i	2	0	-1	-7
10	Cc1cc(NC(=O)CSc2nnc3c(C)cc4c(C)ccc(C)c4n23)no1	1	0.0	-8	-0.1	-0.1	i	4	4	1	-11
11	COc1ccc2nc(C)cc(SCC(=O)N/N=C/c3cccc4ccccc34)c2c1	53*	26	1	0.0	-0.2	i	3	16	9	-11
12	COc1ccc(NC(=O)c2ccc(Cl)c(S(=O)(=O)N3CCc4ccccc4C3)c2)cn1	-15	2.1	6	-0.3	-0.5	i	-2	-1	1	-2
13	O=C(CSc1nnc(NC(=O)c2ccco2)s1)NCc1ccc2c(c1)OCO2	0	-0.4	8	1.6	-1.0	i	-1	0	2	-1
14	NS(=O)(=O)c1ccc(CCNC(=O)CC(c2ccccc2)c2ccccc2)cc1	-6	-1.8	5	0.4	-0.5	i	-3	2	-5	-4
15	N#Cc1ccccc1NC(=O)CSc1n[nH]c(-c2ccco2)n1	-2	0.3	11	-0.5	-0.4	i	1	1	1	5
16	O=C(Cn1nnc2ccccc2c1=O)NCC1CCC(C(=O)O)CC1 (centres undefined)	1	-1.6	0	0.2	-0.3	i	-5	3	-5	-4
17	COC(=O)CCC(=O)NNC(=O)CCCOc1ccc(Cl)cc1Cl	0	-2.5	2	-1.1	3.0	i	-1	-3	-3	-4
18	CN(C(=O)c1cccc(NC(=O)Cc2ccc(NC(=O)C3CCCN(C(=O)c4ccccc4)C3)cc2)c1)C1CCCCC1 (centres undefined)	-3	-0.5	-1	-0.2	-0.2	i	1	9	7	-4
19	Cc1ccc(-c2csc3ncnc(N4CCc5ccccc5C4)c23)cc1	-1	3.7	8	2.1	0.0	i	6	-4	11	9
20	COc1ccccc1NS(=O)(=O)c1cccc(C(=O)NN=C2CCCCCC2)c1	3	-1.4	3	0.5	-1.1	i	1	3	-2	1
21	CC1=C(C(=O)OCC2CCCO2)C(c2cccc(C(F)(F)F)c2)C2=C(CC(c3ccco3)CC2=O)N1 (centres undefined)	-21	7.0	5	1.0	0.3	i	-1	7	9	-16
22	COc1cc(OC)cc(-c2cc(N)n(S(=O)(=O)c3cccc4nsnc34)n2)c1	-5	0.9	-18	-0.1	0.1	i	1	4	-6	-17
23	Oc1ccc(Cl)cc1CNc1ccc(Br)cn1	2	1.9	15	0.1	4.5	i	-2	2	0	8
24	COC(=O)c1ccccc1S(=O)(=O)N1CCC(C(=O)OC(C)C(=O)Nc2ccccc2OC)CC1 (centres undefined)	0	0.3	3	-0.4	-0.3	i	0	-4	-4	3
25	CCc1sc(/C=C(/C#N)C(N)=S)cc1[N+](=O)[O-]	-6	6.9	10	0.2	0.6	i	3	5	9	-1
26	O=C(COc1ccc(Cl)cc1)Nc1ccccc1C(=O)NCc1cccnc1	-4	0.2	0	1.2	0.6	i	-1	0	1	1
27	CCOc1ccc(CC(=O)Nc2ccc(S(=O)(=O)N3CCCC3)cc2)cc1	-1	1.5	3	-0.7	0.1	i	-1	1	-7	-10
28	COC(=O)c1ccc(Oc2cc(C)nc(Cl)n2)cc1	1	-0.5	0	1.1	-0.4	i	-3	1	-1	3
29	Nc1c(C(=O)CSc2nnc(Nc3ccc(F)cc3)s2)c(=O)[nH]c(=O)n1C1CC1	-5	0.0	17	-0.3	-0.1	i	3	3	6	-1
30	COc1ccc(-c2n[nH]c(=S)n2-c2ccc(C)cc2)cc1OC	-1	-1.3	1	-0.6	-1.4	i	-1	0	10	-6

Rewritten with two lines to a compound: part of the list above.
Each structure is followed by: DNMT1 block | LMPTP block | SUMO1-SIM PPI | MsrA inh | TbMetRS inhib | Rpn11 block | STEP block | CSN deneddyl inh | NadD block | Scp-1 inhibitor
#7 COc1ccc(C(=O)Nc2ccccc2C(=O)NCCCn2ccnc2)cc1
 : 5 | -0.9 | -5 | 0.0 | -1.3 | i | -2 | 2 | 4 | 3
#28 COC(=O)c1ccc(Oc2cc(C)nc(Cl)n2)cc1
 : 1 | -0.5 | 0 | 1.1 | -0.4 | i | -3 | 1 | -1 | 3
#5 CS(=O)(=O)N(CC(=O)Nc1ccc(S(=O)(=O)N2CCOCC2)cc1)c1cccc(F)c1
 : 0 | -1.7 | 1 | -0.7 | -0.5 | i | -2 | -1 | 1 | -1
#12 COc1ccc(NC(=O)c2ccc(Cl)c(S(=O)(=O)N3CCc4ccccc4C3)c2)cn1
 : -15 | 2.1 | 6 | -0.3 | -0.5 | i | -2 | -1 | 1 | -2

Compounds 22 through 27, reprinted for reference:
no.	structure	DNMT1 block	LMPTP block	SUMO1-SIM PPI	MsrA inh	TbMetRS inhib	Rpn11 block	STEP block	CSN deneddyl inh	NadD block	Scp-1 inhibitor
22	COc1cc(OC)cc(-c2cc(N)n(S(=O)(=O)c3cccc4nsnc34)n2)c1	-5	0.9	-18	-0.1	0.1	i	1	4	-6	-17
23	Oc1ccc(Cl)cc1CNc1ccc(Br)cn1	2	1.9	15	0.1	4.5	i	-2	2	0	8
24	COC(=O)c1ccccc1S(=O)(=O)N1CCC(C(=O)OC(C)C(=O)Nc2ccccc2OC)CC1 (centres undefined)	0	0.3	3	-0.4	-0.3	i	0	-4	-4	3
25	CCc1sc(/C=C(/C#N)C(N)=S)cc1[N+](=O)[O-]	-6	6.9	10	0.2	0.6	i	3	5	9	-1
26	O=C(COc1ccc(Cl)cc1)Nc1ccccc1C(=O)NCc1cccnc1	-4	0.2	0	1.2	0.6	i	-1	0	1	1
27	CCOc1ccc(CC(=O)Nc2ccc(S(=O)(=O)N3CCCC3)cc2)cc1	-1	1.5	3	-0.7	0.1	i	-1	1	-7	-10

Entries by screen from the list.
TbMetRS inhib, nos. 13–18: -1.0, -0.5, -0.4, -0.3, 3.0, -0.2
MsrA inh, nos. 13–18: 1.6, 0.4, -0.5, 0.2, -1.1, -0.2

Later entries:
no.	structure	DNMT1 block	LMPTP block	SUMO1-SIM PPI	MsrA inh	TbMetRS inhib	Rpn11 block	STEP block	CSN deneddyl inh	NadD block	Scp-1 inhibitor
31	COCc1[nH]c(=S)c(C#N)cc1C(=O)OC	-3	-1.2	2	0.6	-1.1	i	1	-1	-4	0
32	O=C(NNC(=S)Nc1ccc(Br)cc1)c1ccc(N2CCOCC2)c([N+](=O)[O-])c1	-5	0.3	-14	0.8	-0.8	i	3	-5	8	-13
33	CCCCn1c(=O)[nH]c(=O)c2c1ncn2Cc1ccco1	6	0.5	1	.	0.1	i	0	3	1	-4
34	O=C(CCNc1ccc(F)cc1)c1cc2ccccc2o1	-1	0.3	-8	0.8	0.0	i	4	-9	-4	-5
35	COc1ccc(CCn2c(-c3ccc(Cl)cc3)n[nH]c2=S)cc1OC	1	-2.8	4	0.3	-0.1	i	-2	-4	5	-5
36	COc1ccc2c(=O)c3c(=O)n(Cc4ccco4)c(-c4cc(OC)c(OC)c(OC)c4)nc3oc2c1	3	1.0	0	-1.2	-1.4	i	2	1	20	-1
37	CC(C)CNC(=O)COC(=O)c1ccc(F)cc1Cl	-4	-0.9	1	1.5	-0.7	i	-1	5	-2	-6
38	O=C(O)c1cccc(S(=O)(=O)Nc2ccc3oc(=O)sc3c2)c1	9	-0.1	6	0.1	-0.6	i	0	4	0	16
39	Nc1cc(=O)[nH]c(SCC(=O)c2ccc(F)cc2)n1	0	-2.5	3	-0.5	-0.9	i	3	-2	-11	-14
40	O=C(Nc1cc(C(=O)Nc2ccccc2C(=O)O)cc(C(=O)Nc2ccccc2C(=O)O)c1)c1ccccc1	7	0.1	42*	1.1	0.0	i	18	20	24	4
41	CCCN(Cc1ccccc1)C(=S)Nc1ccc(OC(F)F)cc1	-2	0.6	1	-0.4	0.0	i	6	0	-2	-4
42	O=C(Nc1nc(=S)ss1)c1c(F)cccc1F	1	4.5	0	-0.8	-0.2	i	-1	7	2	-19
43	O=C(NCc1ccc(F)cc1)C1CCN(S(=O)(=O)N2CCCC2)CC1	-1	-1.9	-1	1.3	0.7	i	1	4	-4	-13
44	CCCNC(=O)COc1ccccc1[N+](=O)[O-]	-1	-2.0	-3	2.2	-0.3	i	-7	2	-4	-16
45	CCCc1nnc(NC(=O)c2ccncc2)s1	0	-1.2	1	1.6	-1.1	i	1	5	-3	-3
46	O=C(Nc1ccccc1)C(CCCCN1C(=O)c2ccccc2C1=O)N1C(=O)c2ccccc2C1=O (centres undefined)	-5	1.9	-7	1.1	-0.4	i	0	-4	-2	-8
47	COC(=O)CCC(=O)NC(=S)Nc1c(C)cccc1C	-4	-0.6	-1	0.7	0.7	i	-125	0	2	-5
48	COc1cc(C(C2C(=O)CC(C)(C)CC2=O)C2C(=O)CC(C)(C)CC2=O)ccc1O	-2	0.0	0	3.4	-0.3	i	-1	3	2	-10

Screening data from PubChem BioAssay.

This is a random part of the collection; overall some 3.9% were active at least once.
